RGS4 inhibitor = human RGS4 inhibition | P49798 | Transcreener GDP fluorescence polarization, RGS4-accelerated GTP hydrolysis | Potency, µM (top dose mostly 114 µM), for the others: top-dose activity change, negative = inhibition, hits mostly inhibitors | hit rate 0.039% among 390,000 | AID 504845; also: potency is read from the fitted curve at half-maximal effect; % is scaled to controls: 0 for no effect and ±100 for the full control effect; nearly all actives have a fitted effect of over 75% in size; some results filed as inactive show a strong effect at the top dose
Target sequence (P49798 whole entry, looked up): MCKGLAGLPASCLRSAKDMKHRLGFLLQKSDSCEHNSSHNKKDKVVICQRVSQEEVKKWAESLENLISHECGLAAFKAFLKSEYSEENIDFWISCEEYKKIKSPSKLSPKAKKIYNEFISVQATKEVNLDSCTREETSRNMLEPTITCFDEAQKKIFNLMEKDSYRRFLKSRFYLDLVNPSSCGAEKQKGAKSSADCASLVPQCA
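MLSMR compounds (23 nl, pin-transferred) preincubated 10 min at room temperature with a 500nM (2x) first reagent, then RGS4 at 900nM (2x) plus Transcreener GDP mix added; fluorescence polarization (620/688 nm) read before and after 90 min at 30 °C.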
USP1-UAF1 inh = inhibitors of human USP1/UAF1 deubiquitinase. hit rate 0.23% among 390,000. Potency, µM (highest dose often 57.1 µM), for the others: top-dose activity change, negative = inhibition, most hits filed as inhibitors. recombinant USP1/UAF1, Ub-Rhodamine cleavage fluorescence; also: potency is read from the fitted curve at half-maximal effect; % is scaled to controls: 0 for no effect and ±100 for the full control effect; nearly all actives have a fitted effect of over 60% in size; inactives centre near -12
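USP1/UAF1 complex (1 nM) preincubated 15 min at room temperature with compound, then Ub-Rho substrate (150 nM final) added. Kinetic fluorescence at 480/540 nm over 6 reads at 60 s intervals; 50 mM HEPES pH 7.8, 0.5 mM EDTA, 0.1 mg/ml BSA, 1 mM TCEP, 0.01% Tween-20.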
Vif-A3F inh = blocks the Vif interaction with APOBEC3F | HeLa A3F-eYFP + Vif (tagged APOBEC3F with the HIV-1 protein that degrades it), YFP fluorescence increase | Potency, µM (highest dose often 46.1 µM), for inactives: top-dose activity, negative = active | hit rate 0.2% among 390,000; also: potency is read from the fitted curve at half-maximal effect; % of control where 0% means no effect; nearly all actives have a fitted effect of over 65% in size
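HeLa cells stably expressing A3F-eYFP plus Vif, plated and incubated overnight at 37 deg C, then exposed to compounds overnight at 37 deg C. Blocked degradation read as raised yellow fluorescence (Ex 488/Em 500-530).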
IDH1 R132H inh = human IDH1 R132H inhibition | O75874 | IDH1-R132H enzyme, NADPH consumption, diaphorase/resazurin fluorescence | Potency, µM (doses to about 76.6 µM), for inactives: top-dose activity change, negative = inhibition, most hits filed as inhibitors | hit rate 0.093% among 390,000 | AID 602179; also: potency is read from the fitted curve at half-maximal effect; % is scaled to controls: 0 for no effect and ±100 for the full control effect; nearly all actives have a fitted effect of over 65% in size
Target sequence (O75874 whole entry R132H, stated change not applied): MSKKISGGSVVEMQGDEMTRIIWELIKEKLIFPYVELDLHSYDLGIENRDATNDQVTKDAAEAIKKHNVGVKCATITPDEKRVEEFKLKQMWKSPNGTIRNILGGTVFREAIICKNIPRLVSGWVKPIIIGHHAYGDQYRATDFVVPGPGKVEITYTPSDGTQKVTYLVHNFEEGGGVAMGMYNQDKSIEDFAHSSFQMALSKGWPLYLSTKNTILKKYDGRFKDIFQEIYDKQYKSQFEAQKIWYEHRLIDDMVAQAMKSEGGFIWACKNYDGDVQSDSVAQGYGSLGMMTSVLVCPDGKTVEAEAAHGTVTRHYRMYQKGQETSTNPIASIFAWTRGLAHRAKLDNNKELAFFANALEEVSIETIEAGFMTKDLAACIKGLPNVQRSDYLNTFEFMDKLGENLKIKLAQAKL
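IDH1-R132H (0.5 ug/mL dispensed) in pH 7.5 Tris buffer was preincubated 30 min with compound, then given a substrate mix of 0.016 mM NADPH and 2 mM alpha-KG for 80 min at room temperature; remaining NADPH was read by diaphorase/resazurin fluorescence.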
rTrxR1 inhibitor = rat TrxR1 inhibition; O89049; recombinant rTrxR1, NADPH fluorescence consumption, selenite substrate; Potency, µM (top dose mostly 114 µM), without a hit: at the top dose activity change, negative = inhibition, most hits filed as inhibitors; hit rate 1% among 390,000; AID 588453; also: potency is read from the fitted curve at half-maximal effect; % is scaled to controls: 0 for no effect and ±100 for the full control effect; nearly all actives have a fitted effect of over 65% in size
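Rat TrxR1 (90 nM in the dispensed reagent) was pre-reduced with 400 uM NADPH for 5 min at room temperature, then incubated with compound for 15 min. After 400 uM selenite was added, NADPH fluorescence (Ex 340/Em 450 nm) was followed for 8 min.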
LDHA block = LDHA (human) enzyme inhibition | purified LDHA, NADH/diaphorase-resazurin fluorescence; hits give low values | P00338 | hit rate 0.15% among 480,000 | activity change, % (values are at about 110 or 230 µM); in the data active = activity change below about -30%; inconclusive = mostly about -25% to -30%;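 also: plate controls were DMSO wells for no effect and wells without enzyme for full effect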
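Remaining NADH was detected by diaphorase (0.133 mg/mL) converting 37 µM resazurin to fluorescent resorufin, read at 0 and 20 minutes. The preceding 5-minute room-temperature reaction used 2 nM LDHA, 0.2 mM sodium pyruvate and 0.06 mM NADH at pH 7.4.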
TrxR1 substrate = is turned over as a substrate by rat TrxR1; O89049; purified TrxR1 substrate turnover, NADPH consumption readout; Potency, µM (titrated, usually from 114 µM), for the others: at the highest dose activity change, negative = substrate turnover; hit rate 0.01% among 390,000; AID 588456; also: potency is read from the fitted curve at half-maximal effect; % is scaled to controls: 0 for no effect and ±100 for the full control effect; nearly all actives have a fitted effect of over 50% in size
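Rat TrxR1, dispensed at 90 nM, was prereduced with 400 uM NADPH (final) for 5 min at ~22 deg C, then incubated with compound 15 min before 400 uM selenite. A first-read NADPH fluorescence drop versus no-compound background flagged substrates.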
Vif-APOBEC3G blk = inhibitors of Vif-APOBEC3G interaction; Potency, µM (doses to about 46.1 µM), without a hit: at the highest dose activity, negative = active, most hits filed as inhibitors; HeLa A3G-eYFP + Vif (tagged APOBEC3G with the HIV-1 protein that degrades it), YFP fluorescence, overnight; AID 602310; hit rate 0.076% among 410,000; Q9HC16;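 also: potency is read from the fitted curve at half-maximal effect; % is scaled to controls: 0 for no effect and ±100 for the full control effect; nearly all actives have a fitted effect of over 60% in size; hits raise eYFP signal because A3G escapes Vif-driven loss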
Target sequence (Q9HC16 whole entry, looked up): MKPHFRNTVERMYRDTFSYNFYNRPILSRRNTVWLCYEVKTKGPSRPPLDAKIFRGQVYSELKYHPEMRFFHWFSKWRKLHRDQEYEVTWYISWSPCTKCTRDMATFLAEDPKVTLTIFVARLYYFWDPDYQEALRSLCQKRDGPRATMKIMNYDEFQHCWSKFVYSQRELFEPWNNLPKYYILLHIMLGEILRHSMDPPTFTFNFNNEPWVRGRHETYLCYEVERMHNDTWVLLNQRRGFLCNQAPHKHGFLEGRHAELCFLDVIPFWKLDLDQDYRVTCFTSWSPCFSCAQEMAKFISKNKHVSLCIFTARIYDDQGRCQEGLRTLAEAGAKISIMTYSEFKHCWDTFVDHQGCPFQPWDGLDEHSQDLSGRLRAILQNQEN
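Read-out is eYFP fluorescence (Ex 488/Em 500-530) from Vif-expressing HeLa A3G-eYFP cells; more signal means A3G escaped Vif-mediated degradation. Cells plated overnight, compound pinned in, incubated overnight at 37 deg C.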
Glioma ERSR ind = induces the endoplasmic reticulum stress response in human glioma cells | U87-MG GRP78 promoter luciferase reporter, 16 h | Potency, µM, without a hit: top-dose activation, actives largely listed as activators | hit rate 0.02% among 420,000 | AID 602332; also: potency is read from the fitted curve at half-maximal effect; series mostly up to about 76 µM; % of control where 0% means no effect; nearly all actives have a fitted effect of over 35% in size
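Stably transfected U87-MG human glioma cells carrying a GRP78-based luminescent sensor were seeded at 1000 cells/well, pin-dosed with compounds and incubated 16 h. Luciferase reagent was then added, and end-point luminescence was read after 10 min at room temperature.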
Numbers without * were called inactive; ? = inconclusive; . = no result given; & = joins results of further samples; [ ] = dose if it differs, or a comment. Unless noted, calls follow the shape of the dose curve; as a rule, active = well fitted curve in the direction sought with a large enough effect; inconclusive = small, poorly fitted or top-dose-only effect, or another doubt; inactive = no such curve, though single readings can be large; an effect the other way counts as inactive or inconclusive. The list is partial (hit frequency here may not be typical).

compound,LDHA block,Vif-APOBEC3G blk,RGS4 inhibitor,Glioma ERSR ind,TrxR1 substrate,rTrxR1 inhibitor,Vif-A3F inh,USP1-UAF1 inh,IDH1 R132H inh
CSc1nc(O)c(C(c2ccccc2Cl)c2c(O)nc(SC)[nH]c2=O)c(=O)[nH]1,-1,-5%,2%,-3%,6%,?,-5%,-25%,-9%
CCCCCCn1c(=O)n2n(c1=O)C[C@]1(OC(=O)NCc3ccccc3)CN(S(=O)(=O)c3ccc(C)cc3)C[C@]1(O)C2,-11,0%,.,-6%,.,.,-15%,-15%,-1%
c1ccc(C2CCC(N3CCN(c4ccccc4)CC3)CC2)cc1 (stereo not given),-7,-3%,13%,-4%,-1%[57.1 µM],-4%[57.1 µM],0%,-11%,6%
CN(C)CCCN(C(=O)c1cccs1)c1nc2ccc(F)cc2s1,-1,2%,-19%,-3%,-4%,12%,-4%,7%,-16%
CCC1CCCN1Cn1cnc2c([nH]c3ccc(C)cc32)c1=O (stereo not given),-1,4%,5%,1%,64%[activator],7%,-18%,-11%,5%
O=C1CSC(=S)N1c1cccc(Cl)c1,2,1%,0%,-3%,4%,11%,-3%,-10%,11%
Cc1ccc(C(=O)c2oc3ccccc3c2NC(=O)c2cc(=O)c3cc(C)ccc3o2)cc1,-11,2%,20%,-7%,-8%,2%,-5%,-22%,5%
CCc1ccc(C2CC(=O)Nc3c2c(=O)nc2c(C)cccn32)cc1 (stereo not given),-1&-6,-4%&2%,0%&30%,-4%&-2%,13%,12%&10%[57.1 µM],0%&-1%,?,20%&12%
COc1ccc(NC(=O)Nc2ccc(Cc3ccncc3)cc2)cc1OC,-2,2%,-12%,-7%,1%,4%,-6%,-5%,2%
CC1=C([N+](=O)[O-])C(c2ccccc2Cl)NC(=O)N1C (stereo not given),-1,1%,-1%,-3%,-2%,8%,-4%,-24%,-10%
COc1ccccc1CNc1cccc(C)n1,-1,-4%,.,-1%,.,.,5%,-14%,0%
CCc1c(-c2ccccc2)[n+](=O)c2c(n1[O-])CCC2,-1,1%,-12%,-5%,4%[57.1 µM],13%[57.1 µM],3%,-15%,1%
CC(NC(=O)C(c1ccccc1)c1ccccc1)C(=O)O (stereo not given),0,1%,-22%,-3%,-7%,11%,5%,3%,2%
c1csc(Cc2nc(-c3ccc(-n4cccc4)cc3)no2)c1,-3,-5%,-6%,-1%,-5%,-15%,2%,-24%,7%
COc1ccc(-c2cnc(C)o2)cc1S(=O)(=O)Nc1ccc(C)c(F)c1,6&0,?,5%,-4%,2%[57.1 µM],8%[57.1 µM],-10%,-28%,-6%
COC(=O)c1cccnc1NC(=S)NC1CCCCC1,-3,-3%,17%,-1%,-6%,6%[57.1 µM],?,-6%,3%
Cc1ccc(N(C(=O)Cn2nnc3ccccc32)C(C(=O)NCc2ccccc2)c2ccccn2)cc1 (stereo not given),-8,-7%,5%,-2%,-5%,-8%,-7%,-11%,-4%
Cc1cc(C(=O)COC(=O)c2ccc[nH]c2=O)c(C)n1C1CC1,-7,0%,10%,-6%,9%[57.1 µM],-3%,6%,-16%,3%
Cc1ccccc1N1CC(C(=O)Nc2nnc(SCCC3OCCO3)s2)CC1=O (stereo not given),-3,-4%,-44%,-3%,-7%,?,4%,-16%,5%
O=C(COc1ccccc1)NC(=S)Nc1ccc2c3c(cccc13)CC2,-10,0%,-5%,-1%,6%[57.1 µM],1%[57.1 µM],-1%,-1%,4%
N#Cc1cc2c(nc1SCC(=O)N1CCCCC1)CCCC2,-6&2,-1%,-27%,1%,-8%,-3%,1%,-7%,6%
C=CCOc1ccc(C2C(C(=O)c3ccco3)=C(O)C(=O)N2CCCN(CC)CC)cc1 (stereo not given),8,1%,9%,-9%,-13%,-21%,1%,-2%,17%
O=C(C=Cc1ccco1)c1ccc2ccccc2c1,-1,-22%,-50%,14%,12%[57.1 µM],-8%[11.4 µM],17%,-25%,7%
CN(Cc1cn(C)nc1-c1ccccc1F)Cc1nccn1C,-1,6%,7%,-4%,2%,2%,3%,-18%,6%
C[C@H](NC(=O)c1cc2c(cn1)[nH]c1ccccc12)C(=O)O,-1,6%,?,-4%,77%[activator],4%,-17%,?,0%
COc1ccc(CC(=O)Nc2ccc(C(C)=O)cc2)cc1,4,-1%,14%,9%,2%,24%,-4%,-9%,4%
COc1ccc(C(C)(C)C)cc1NC(=O)CCCn1c(=O)oc2ccccc21,0,0%,14%,-3%,5%,25%,-2%,-11%,6%
CC(C)Cc1nn2c(=O)cc(COC(=O)c3ccccc3NC(=O)c3ccccc3)nc2s1,-5,5%,28%,2%,-8%[57.1 µM],-19%[57.1 µM],-22%,-22%,13%
Cn1c(-c2cccc(OCc3ccccc3)c2)nc2c1c(=O)[nH]c(=O)n2Cc1ccccc1,1&-3,-4%,13%,-5%,12%[57.1 µM],13%[57.1 µM],8%,-1%,6%
Fc1cccc(-c2nnn3c2nc(NCc2ccc4c(c2)OCO4)c2ccccc23)c1,1,4%,14%,0%,6%,20%,?,-11%,-1%
Clc1ccc2c(SCC3CO3)c3ccccc3nc2c1 (stereo not given),-7,-17%,?,-12%,5%[11.4 µM],-12%[11.4 µM],-12%,-15%,6%
O=C(c1ccco1)N1CCCC(c2nc3c(nnn3Cc3c(Cl)cccc3Cl)c(=O)[nH]2)C1 (stereo not given),-7,-6%,-48%,1%,8%,?,11%,-4%,3%
CCn1c2ccccc2c2nc3cc(OC)c(OC)cc3nc21,-1,-25%,10%[11.4 µM],5%,12%[57.1 µM],6%[57.1 µM],?,-6%,0%
Cc1ccc(-c2nc(N3CCOCC3)sc2C(=O)N2CCOCC2)cc1,0,0%,9%,-3%,-10%,-2%,-8%,1%,2%
CCOC(=O)c1ccc2[nH]c3ccccc3c2c1,-4,-11%,-7%,0%,1%,-6%,-3%,3%,-5%
NS(=O)(=O)c1ccc(CNC(=O)Cc2c(F)cccc2Cl)cc1,-2,0%,-13%,-2%,2%[57.1 µM],7%[57.1 µM],0%,-8%,19%
Cc1ccc(NC(=O)c2ccc(OC(F)F)cc2)cc1S(=O)(=O)N(C)C,3,4%,-15%,-1%,-15%,-17%,-2%,-12%,5%
Cc1cc(C)n(C(=O)CSc2ccc(Cl)cc2)n1,0,2%,-1%,-5%,3%,9%,0%,-23%,2%
CC(C)OC(=O)n1c(=S)oc2ccccc21,-9,-4%,-50%,-5%,10%[57.1 µM],-8%,-8%,-10%,2%
COc1ccc(NC(=O)c2cc(-c3ccco3)on2)cc1OC,-13,1%,5%,0%,21%,-5%,-7%,-9%,7%
Cc1ccc2c(c1)NC(=O)C(CC(=O)NCCCN1CCN(c3cc(C)ccc3C)CC1)O2 (stereo not given),-2,1%,-1%,3%,2%[57.1 µM],6%[57.1 µM],-2%,-8%,5%
O=C(Nc1cccc([N+](=O)[O-])c1)C1CC(=O)N(C2CCCCC2)C1 (stereo not given),-5,2%,1%,-3%,4%,12%,13%,-7%,-1%
COc1ccccc1OCC(=O)N(Cc1nc(-c2ccccc2)no1)C1CCCCC1,-7,-1%,3%,4%,-13%,12%[57.1 µM],0%,-6%,-4%
CC(C)Cc1nc2c(nnn2Cc2ccccc2F)c(=O)[nH]1,-2,2%,16%,-2%,-6%,-1%,-19%,-4%,-7%
Nc1nnc(CCCCCc2nnc(N)s2)s1,-4,-4%,8%[56.9 µM],-5%,3%,22%,-6%,-6%,-5%
Cc1c(S(=O)(=O)N2CCN(c3ccc(F)cc3)CC2)c(=O)n(C)c(=O)n1C,-6,-1%,29%,-6%,-2%,7%,-15%,0%,6%
COc1ccc(NC(=S)N2CCCCC2c2cccnc2)cc1 (stereo not given),-10,1%,10%,1%,-5%,-1%,4%,0%,-6%
OC(COc1ccc(F)cc1Cl)CN1CCc2ccccc2C1 (stereo not given),2,0%,-23%,-1%,-4%,-15%,-10%,-15%,2%
Nc1nc(SCc2ccccn2)c2ncn(C3OC(CO)C(O)C3O)c2n1 (stereo not given),-10,-2%,13%,-3%,-5%,-10%,-3%,-12%,-7%
CCn1c(=O)cc(OCC(=O)Nc2cc(Cl)c(OC)cc2OC)c2ccccc21,-4,4%,3%,-3%,1%,26%,-9%,-13%,-5%
O=C(O)C1C2CCC(C2)C1C(=O)NCCCn1ccnc1 (stereo not given),-6,1%,26%,-3%,-2%,-1%,0%,3%,16%

Screens: PubChem BioAssay, National Center for Advancing Translational Sciences (NCATS)
